CF NFkB block: blocks PAF-induced NF-kB reporter in cystic fibrosis cells | 0.86% of 360,000 active | inhibition, % at 5 µM | KKLEB NF-kB-GFP reporter, GFP fluorescence overnight;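 active means at least 50% inhibition at 5 µM, scaled per plate between neutral and stimulator controls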;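 further: PAF is a Pseudomonas aeruginosa culture filtrate used as stimulus; plate controls were PAF-stimulated DMSO wells for no effect and unstimulated DMSO wells for full effect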
TWEAK-Fn14 inh: inhibitors of TWEAK-Fn14 interaction signaling; TWEAK-stimulated Fn14 reporter cells, luciferase luminescence, 8 h; inhibition, % at 10 µM; 2% of 360,000 active; AID 1159606; in the data active means inhibition above about 50%
Peg3 prom inh: Peg3 promoter activity inhibition. 1.7% of 360,000 active. HeLa PEG-Prom luciferase reporter, luminescence, overnight. inhibition, % at 20 µM. AID 588405;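 active means inhibition of at least 50% at 20 µM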
NR2E3 ag-1: human photoreceptor-specific nuclear receptor agonism. Q9Y5X4. CHO-S Gal4-NCOR/VP16-NR2E3 two-hybrid, luciferase. inhibition of corepressor binding, % at 3.98 µM. 0.35% of 360,000 active. AID 602229;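 active means inhibition above the mean of all tested compounds plus 3 SD, cut at about 70% in these data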;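 further: 0% = DMSO with NR2E3 transfected cells and 100% = cells lacking NR2E3 construct; higher means lower luciferase signal from less NR2E3 corepressor binding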
Target sequence (Q9Y5X4 whole entry, looked up, the tested form may be a part): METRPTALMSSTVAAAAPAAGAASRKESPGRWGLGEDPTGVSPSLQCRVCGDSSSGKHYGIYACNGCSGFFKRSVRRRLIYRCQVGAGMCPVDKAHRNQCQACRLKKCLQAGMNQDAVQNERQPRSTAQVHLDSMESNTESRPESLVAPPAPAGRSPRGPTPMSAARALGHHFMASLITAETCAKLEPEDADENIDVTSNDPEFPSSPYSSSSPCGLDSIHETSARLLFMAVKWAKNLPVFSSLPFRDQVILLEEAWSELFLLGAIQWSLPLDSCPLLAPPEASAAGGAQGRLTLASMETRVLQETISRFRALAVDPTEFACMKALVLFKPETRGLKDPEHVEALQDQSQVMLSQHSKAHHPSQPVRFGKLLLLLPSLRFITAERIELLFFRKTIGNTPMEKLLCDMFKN
TROY signal inh: inhibitors of TROY-dependent NF-kB signaling; Q293 LMP1-TROYcd NF-kB luciferase reporter, 4 h; inhibition, % at 10 µM; 0.98% of 360,000 active;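 active means compounds whose plate-normalised and pattern-corrected inhibition of the luciferase reporter signal at the single screening dose is 50% or more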
HIF-2a block: HIF-2a inhibition. 786-0 RCC cells HIF-2a reporter, luciferase luminescence, overnight. inhibition, % at 18.8 µM. 0.72% of 360,000 active. AID 624352;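 active means inhibition of the luminescence signal of 40% or more relative to plate controls, in a single-dose primary screen at 18.75 µM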
Shn3 inh set2: Schnurri-3 reporter inhibition in Clone20 osteoblasts; Clone20 osteoblast Shn3 3'UTR firefly luciferase, 24 h; inhibition, % at 12.5 µM; 0.52% of 360,000 active;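 active means mean inhibition of at least 75% with every replicate also reaching 75%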;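 further: 0% = median of neutral control wells and 100% = pilot-screen positive control compound; some compounds past the cut are filed as inactive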
NR2E3 ag-2: activates human photoreceptor nuclear receptor NR2E3; AID 2300; Q9Y5X4; 0.12% of 320,000 active; GST-NR2E3/biotin-RetCOR TR-FRET, 1536-well; inhibition of corepressor binding, % at 4.78 µM;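 active means percent inhibition above the cutoff of mean plus 3 SD of all tested compounds, set per screening campaign, cut at about 20% in these data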;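 further: 0% = DMSO wells and 100% = biotin wells as full block of FRET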
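Format: 1536-well format; test system: GST-NR2E3 and biotin-RetCOR proteins; read-out basis: percent inhibition of TR-FRET ratio; timing: 5 h incubation at 4 °C; detection: time-resolved FRET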
KKLEB tox: reduces viability of KKLEB cystic fibrosis airway cells; KKLEB CF airway cells viability, ATPlite luminescence, overnight; hits give low values; cells stimulated with P. aeruginosa culture filtrate; activity change (cytotoxicity), % at 5 µM; 0.36% of 360,000 active; AID 602141;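 active means corrected activity change at or below -50% at 5 µM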
TRAIL sens C8: sensitizes caspase-8 expressing cells to TRAIL | NB7+C8 cells + TRAIL, ATPlite viability luminescence | inhibition (viability loss, TRAIL sensitization), % at 10 µM | 1% of 360,000 active | AID 624354;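 active means compounds causing at least 50% loss of cell viability in the single-dose screen, relative to plate controls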
TRPM1 prom inh: reduces MITF-dependent TRPM1 promoter luciferase signal | SK-MEL-5 TRPM1 promoter luciferase, 24 h | inhibition, % at 12.5 µM | 0.83% of 330,000 active | AID 488899;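 active means mean inhibition across replicates of 60% or more, whatever share of single replicates reaches that level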; further: values of inactives mirror those of a sister screen read the other way
* hit, by the source's call; · = not tested or not shown; & = joins results of further samples.

molecule	CF NFkB block	TWEAK-Fn14 inh	Peg3 prom inh	NR2E3 ag-1	TROY signal inh	HIF-2a block	Shn3 inh set2	NR2E3 ag-2	KKLEB tox	TRAIL sens C8	TRPM1 prom inh
O=C(NCCOc1ccccc1Cl)c1ncn[nH]1	23.1	3.0	-6.5	7.1	3.6	1.7	-1.2	7.1	0.1	0.6	-12.9
CC(CNC(=O)CN(C)CC(=O)Nc1ccccc1Br)c1ccccc1 (configuration not stated)	-3.9	-0.3	13.0	4.7	0.0	-3.3	1.9	·	-21.4	1.3	-3.2
CCNC(=S)Nc1ccc(NC(=O)c2ccccc2O)cc1	26.3	-1.6	-26.0	-23.8	-14.6	-48.0	-10.6	-2.7	9.3	8.8	-3.3
COC(=O)Cc1c(C)c2ccc(OCc3nn[nH]n3)c(C)c2oc1=O	2.5	4.7	-15.2	9.8	4.5	0.5	7.9	-4.9	5.4	-3.2	-3.3
COc1ccccc1/C=C/CN1CCC(Oc2cc(C(=O)NC3CC3)ccc2OC)CC1	0.9	-7.0	21.1	-9.2	-11.0	13.5	6.2	0.2	-1.2	-15.3	8.8
O=C(Nc1ncccn1)c1ccc([N+](=O)[O-])cc1	22.1	-0.2	-8.6	9.5	4.8	-2.0	-14.8	0.9	-9.6	-3.0	-7.5
COc1ccccc1CNC(=O)Cn1nnnc1CN(C)C(C)C	15.7	-0.6	14.4	-18.4	28.2	3.5	-1.9	-0.5	-5.0	-0.2	15.3
Cc1ccc(C(=O)O)cc1NCc1ccncc1	-18.3	3.9	11.6	-7.4	17.7	16.4	14.7	-2.5	-1.1	-3.3	-5.1
O=C(O)c1ccc(S(=O)(=O)NC2CCCc3ccccc32)cc1 (configuration not stated)	4.3	-1.2	1.6	-8.1	3.1	2.9	4.4	2.6	1.4	-9.5	7.2
N#Cc1ccc(N=c2ssnc2Cl)cc1	-9.7&-4.2	12.0&-7.7	-24.6&-3.6	-28.2&-2.1	-2.5&-5.0	-25.1&-13.2	-5.0&30.2	0.3&-3.0	-1.1&2.6	4.2&-6.3	-2.3&-1.1
O=C(NCCN1CCC(n2c(=O)[nH]c3ccccc32)CC1)c1ccccc1	·	7.1	·	-11.4	-22.7	1.3	·	·	·	-17.9	·
CN(C)/C=N/S(=O)(=O)c1ccc(Cl)c(Cl)c1	-1.3	5.9	-1.6	1.9	16.5	10.1	13.1	1.3	-1.3	0.7	-12.4
COC(=O)[C@@]1(C)[C@H]2C(=O)N(C)C(=O)[C@H]2[C@H]2CN=C(SC)N21	0.6	17.7	-11.1	-9.9	-10.1	-3.1	-6.0	·	3.7	-4.4	-0.4
C/C(=N\NC(=O)c1ccc([N+](=O)[O-])c(C)c1)c1ccccc1Cl	11.2	-9.4	-98.6	-56.7	-42.0	-144.9	3.6	-1.3	9.3	0.1	-20.5
CCN(CC)CCNC(=O)C1CCCCN1S(=O)(=O)c1cccc([N+](=O)[O-])c1 (configuration not stated)	-12.7	-17.8	-6.0	-6.7	14.6	2.7	5.1	-3.4	3.2	2.6	3.8
CC(C)NC(=O)c1ccc(COCC(F)(F)C(F)F)cc1	-1.8	4.6	-3.9	12.7	3.1	-8.0	9.0	0.0	7.3	-22.0	7.5
COc1ccc(-c2nnc3ccc(SC(C(C)=O)C(C)=O)nn23)cc1OC	-7.9	-1.4	16.8	-13.6	2.6	16.9	9.0	0.1	-11.6	-1.5	5.1
c1cnc(N2CC[N+]3(CCCC3)CC2)nc1	-11.8	1.2	-3.1	-11.5	14.2	13.0	-6.1	-3.7	3.5	-9.5	2.3
CCOc1ccc2oc(C(=O)N(C)CCc3ccc(OC)c(OC)c3)c(C)c2c1	23.6	-25.2	7.9	-11.4	10.6	-0.3	7.1	1.2	-2.4	0.8	7.2
Cc1c(C(=O)N2CCN(c3ccccn3)CC2)oc2c(F)cccc12	2.0	0.0	-36.9	-28.7	-4.6	-69.9	6.0	4.0	-11.8	3.0	-1.7
Cc1ccc2[nH]c(=O)c(C(c3nnnn3CC3CCCO3)N3CCOCC3)cc2c1 (configuration not stated)	-16.7	-3.9	9.2	-4.9	-9.3	3.3	-5.6	0.7	17.2	-6.0	4.8
CCc1cccc(NC(=O)c2sc3nc4n(c(=O)c3c2C)CCC4)c1	8.3	-31.8	-253.4	-73.4	-42.4	-279.6	-43.2	2.6	6.1	1.4	-122.9
CCCCN1C(=O)C(=O)N(CC(=O)c2ccc[nH]2)C1=O	5.9	-7.2	-39.8	7.2	16.9	-39.9	7.4	-2.1	8.8	4.2	-21.3
COCCCNC(=O)C1CCN(C(=O)c2cc3sccc3n2Cc2ccc(F)cc2)CC1	-2.4	1.7	2.9	-7.0	1.1	10.7	20.7	3.0	10.4	2.6	-7.8
Cc1cccc(N=C2NC(=O)/C(=C/C=C/c3ccco3)S2)c1C	-6.2	28.1	-0.2	-18.8	-2.7	-8.5	-19.5	1.5	6.2	-6.5	0.0
COC(=O)c1ccc(Oc2c(F)c(F)nc(N3CCOCC3)c2F)cc1	-0.7	-15.7	11.6	8.9	-11.2	14.4	0.1	-0.4	7.7	3.0	-14.0
O=C(COC(=O)c1cccc(-n2cnnn2)c1)c1ccc(F)cc1	8.9	-72.5	-165.7	-44.9	-29.1	-8.6	-23.4	0.4	-5.7	-9.4	-50.2
FC(F)(F)c1n[nH]c(=S)n1/N=C/c1ccco1	8.4	-5.7	4.2	-6.6	12.2	17.6	2.9	3.8	6.1	-8.2	13.5
Cn1c(N=Nc2ccccc2)nc2ccccc21	-21.3	79.3*	-208.9	-102.6	40.2	-25.2	-13.2	-2.6	-53.2*	92.9*	13.9
O=C(CCNC(=O)c1ccccc1Cl)NNC(=O)c1ccccc1O	2.5	-7.2	-10.7	-0.8	-5.9	4.8	-12.5	1.9	1.8	1.4	11.2

Among those listed so far, these have a thiophene ring, fused or not.
molecule	CF NFkB block	TWEAK-Fn14 inh	Peg3 prom inh	NR2E3 ag-1	TROY signal inh	HIF-2a block	Shn3 inh set2	NR2E3 ag-2	KKLEB tox	TRAIL sens C8	TRPM1 prom inh
CCc1cccc(NC(=O)c2sc3nc4n(c(=O)c3c2C)CCC4)c1	8.3	-31.8	-253.4	-73.4	-42.4	-279.6	-43.2	2.6	6.1	1.4	-122.9
COCCCNC(=O)C1CCN(C(=O)c2cc3sccc3n2Cc2ccc(F)cc2)CC1	-2.4	1.7	2.9	-7.0	1.1	10.7	20.7	3.0	10.4	2.6	-7.8

(more compounds)
molecule	CF NFkB block	TWEAK-Fn14 inh	Peg3 prom inh	NR2E3 ag-1	TROY signal inh	HIF-2a block	Shn3 inh set2	NR2E3 ag-2	KKLEB tox	TRAIL sens C8	TRPM1 prom inh
COC(=O)CN(c1cc(OC)ccc1OC)S(=O)(=O)c1ccc(OC)c(OC)c1	3.1	-8.1	2.4	8.7	11.6	-5.0	-8.5	-0.4	8.8	9.8	-8.0
O=C(Nc1ccc(S(=O)(=O)N2CCCCC2)cc1)C1CC(=O)N(Cc2ccccc2)C1 (configuration not stated)	1.5	9.6	9.8	0.0	3.4	0.8	-2.0	-0.3	-5.7	-9.2	11.7
CN1CCN(C(=O)CNc2ccc(C(F)(F)F)cc2[N+](=O)[O-])CC1	9.7	23.4	8.1	20.5	15.2	16.8	16.8	-1.2	3.1	2.2	6.8
CCOc1cc(C2c3c(n[nH]c3C)C(=O)N2c2ccc(C)cc2)ccc1O (configuration not stated)	5.4	8.4	-21.7	1.1	15.4	-26.2	-27.1	-3.1	3.9	3.9	-5.8
CCc1ccc(-c2nc(CS(=O)CC(=O)NCc3cccnc3)c(C)o2)cc1 (configuration not stated)	11.4	-5.6	3.6	1.1	-12.4	1.8	-9.7	0.0	3.2	6.4	10.7
CSc1ccc(C2NN=C(c3ccccc3)S2)cc1 (configuration not stated)	-10.8	77.3*	-87.5	-131.8	51.5*	-85.2	36.9	-2.9	-61.0*	84.0*	29.2
O=C1c2ccc(Br)cc2C(=O)N1c1ccc(Cc2ccncc2)cc1	-19.9	28.2	-13.3	-11.2	14.8	-8.5	7.6	·	6.6	7.6	7.6
Cn1c(=O)c2c(nc(SCC(=O)Nc3ccccc3)n2C)n(C)c1=O	-7.3	-2.9	5.4	-23.2	-15.8	1.7	13.3	0.2	3.1	10.0	-7.8
CCOC(=O)[C@]12CCCC=C1N(Cc1ccc(Cl)cc1Cl)C(=O)[C@H](CC(=O)NCc1cccc3ccccc13)C2	·	23.8	·	-9.0	5.5	8.6	·	·	·	-0.2	·
Cc1csc(=O)n1CC(=O)OCC(=O)Nc1cc(S(=O)(=O)N2CCOCC2)ccc1Cl	-10.4	-5.9	19.5	-15.8	-1.6	7.9	5.9	0.6	10.1	5.9	6.9
CC1(C(=O)NCc2ccco2)Cc2c(-c3ccc4c(c3)OCO4)ccnc2O1 (configuration not stated)	18.4	-6.0	7.4	3.3	23.9	24.4	27.3	·	-7.1	14.9	·
CCc1ccc(-c2cn3nc(C)c(C)nc3n2)cc1	-3.6	59.6*	70.7*	-58.4	15.8	66.2*	77.9	1.0	-9.2	56.2*	76.7*
COC(=O)CSc1nc(-c2ccccc2)nc2ccccc12	15.5	15.3	-6.6	-25.7	4.7	19.3	16.4	-1.2	-2.6	-8.8	-0.5
Cc1ccc2nc(N3CCN(c4ccccc4F)CC3)c(C=O)c(=O)n2c1	-2.4	-10.0	-10.7	-11.1	-32.9	-31.7	3.6	2.6	-8.1	6.2	-6.3
COc1ccc(C(C)=O)c(Oc2nc(CN3CCOCC3)nc3scc(-c4cccs4)c23)c1	6.2	-17.8	8.4	-5.0	0.1	25.9	0.4	0.1	2.3	24.9	-14.5

Screening results deposited in PubChem BioAssay by several laboratories.

An excerpt, so the mix of outcomes need not match the whole.
